Screening data as filed in PubChem BioAssay.
NCI-60 one-dose screen, 48 h, at 10 µM unless noted. Numbers give growth in % (100 = growth as untreated, 0 = no growth, -100 = all killed).
OVCAR-5: OVCAR-5 ovarian cancer | 2.9% of 82,000 active | AID 1794783
CAKI-1: CAKI-1 renal cancer. 4.7% of 75,000 active
RXF 393: RXF 393 renal cancer cells; 6.9% of 77,000 active; AID 1794773
OVCAR-3: OVCAR-3 ovarian cancer; 7% of 79,000 active
TK-10: TK-10 renal cancer cells; 3.9% of 81,000 active; AID 1794769
OVCAR-8: OVCAR-8 ovarian cancer; AID 1794782; 4.4% of 81,000 active
A498: A498 renal cancer cells | 5.4% of 76,000 active | AID 1794774
ACHN: ACHN renal cancer; 4.9% of 81,000 active; AID 1794771
An asterisk follows results filed as active; / = not tested or not shown; & = joins results of further samples; [ ] = dose if it differs, or a comment. Rule for the calls: active = growth percent below 10; inactive = the rest. These rows are one share of the data; the hit share may differ from the screen's.

The line under a structure holds: OVCAR-5	CAKI-1	RXF 393	OVCAR-3	TK-10	OVCAR-8	A498	ACHN
CCOP(=O)(OCC)OC[C@]12CCC(C)(C)C[C@H]1C1=CC[C@@H]3[C@@]4(C)CC[C@H](OP(=O)(OCC)OCC)C(C)(C)[C@@H]4CC[C@@]3(C)[C@]1(C)CC2
  75.2	45.9	74.9	/	67.4	60.4	79.8	67.2
COc1cc(-c2nc(C(=O)NCCCCC(=O)NO)nn2-c2ccc(Cl)cc2)cc(OC)c1OC
  125.0	/	109.5	105.6	101.7	104.5	115.7	116.9
CS(=O)(=O)Oc1ccc(-c2cn3ccsc3n2)cc1
  102.2	90.9	110.2	/	89.9	104.8	95.4	106.2
Oc1ccccc1N=Cc1ccccc1Cl
  100.8	101.2	112.5	91.2	108.0	94.1	91.8	93.2
COc1ccc(-c2cc(C(=O)N3CCN(C(=O)c4ccccc4NCc4ccco4)CC3)nc3cc(-c4ccccc4)nn23)cc1OC
  101.6	89.4	81.9	109.1	88.5	96.5	89.9	103.0
N#CC(c1ccccc1)C(CC(=O)c1ccccc1)c1ccccc1 (stereo not drawn)
  103.0	71.8	105.4	93.1	109.8	86.3	82.1	103.5
O=C1CCCc2nc(Nc3ccc(Cl)cc3)ncc21
  96.0	97.9	101.2	115.0	99.8	103.1	41.4	104.7
NNC(=S)N/N=C/c1ccccn1
  40.3	14.2	25.2	21.7	46.9	20.0	70.4	17.0
CCCCCCCCCCCCCCCCNC(=O)Nc1ccccc1Cl
  112.6	/	114.4	104.1	97.1	98.9	90.7	/
N#C/C(=C\c1cccc(Cl)c1)c1cc2ccccc2[nH]1
  90.5	66.0	91.0	90.5	124.9	82.7	76.0	74.9
Cc1[nH]nc2c1C(c1cc3c(cc1[N+](=O)[O-])OCO3)C(C#N)=C(N)O2 (stereo not drawn)
  107.4	89.3	100.9	106.7	128.7	98.9	115.3	98.8
CCN(CC)CCC(=O)Nc1cccc2c1C(=O)c1c(c(O)c3ccccc3c1O)C2=O
  80.9	14.0	58.4	64.8	95.6	45.3	71.4	21.6
C/C(CCC(=O)O)=N/Nc1ccc([N+](=O)[O-])cc1
  68.1	25.7	99.4	89.9	88.1	70.4	75.8	36.3
NC(N)=NN=C(c1ccccn1)c1ccccn1
  111.4	100.2	115.9	104.2	102.4	104.0	101.2	115.8
COc1ccc(NCc2ccc(CO)n2Cc2ccccc2)cc1
  107.6	78.5	107.7	109.3	100.0	101.0	114.5	82.6
O=C1NC(=O)c2ccc(-c3ccc4c(c3)ncn4C3CCCCC3)c3cccc1c23
  105.0	63.3	94.7	98.3	93.5	61.6	77.8	94.7
CC(=O)O[C@H]1C[C@@]2(C)[C@@H](C[C@@H](O)[C@H]3[C@@]4(C)CC[C@H](NCc5ccccc5)[C@@H](C)[C@@H]4CC[C@@]32C)/C1=C(\CCC=C(C)C)C(=O)O
  104.8	78.0	71.7	75.6	98.7	70.0	83.9	76.1
COC(=O)CCC[C@@H](C)[C@H]1CC[C@H]2[C@@H]3CC[C@@H]4CNC(=O)CC[C@]4(C)[C@H]3CC[C@]12C
  102.2	85.8	120.4	100.8	100.0	97.9	62.5	94.8
O=C(/C=C/c1ccc([N+](=O)[O-])cc1)c1cccc(Nc2nc(Nc3ccccc3)nc(Nc3ccccc3)n2)c1
  74.7	72.5	-39.7*	72.6	66.3	70.5	70.0	80.0
COc1cc2nc(-c3ccc(C(F)(F)F)cc3)cc(OCCN3CCC(O)CC3)c2cc1OC
  51.0	34.6	61.2	93.8	86.1	80.0	/	75.5
NS(=O)(=O)c1cccc(N2C(=O)c3c(Cl)c(Cl)c(Cl)c(Cl)c3C2=O)c1
  95.6	94.8	110.8	102.8	97.1	101.3	105.8	101.0
CCS/C(Nc1ccccc1)=C(\C#N)c1nc2ccccc2s1
  88.6	84.7	103.3	92.9	125.4	88.2	92.7	79.9
Nc1nc(N)nc(-c2cc(Br)cc(Br)c2O)n1
  111.3	100.4	112.9	106.4	111.1	101.3	102.0	111.3
Cc1cc(=O)n(C(=O)Nc2ccc(Br)cc2)c2cc(O)ccc12
  90.7	91.3	116.2	103.5	114.4	98.9	97.3	107.0
COc1ccc2[nH]c3c(cnn4cnnc34)c2c1
  90.1	95.2	103.1	104.1	108.9	106.5	96.7	99.2
CC/C(Cc1ccccc1)=C(/c1ccc(O)cc1)c1ccc(OCCCN(C)C)cc1
  89.6	97.4	74.3	86.2	91.3	88.8	/	88.8
Cn1c(=O)[nH]c(=O)c2nc(/C=C(\O)c3cc4ccccc4s3)c(=O)[nH]c21
  102.6	87.1	128.7	106.9	126.1	97.9	128.1	100.6
COc1cnc2c(c1)C(=O)c1c-2n(CCCNC(C)C)c(=O)c2cc(Cl)ccc12
  -56.1*	28.8	-77.1*	-78.3*	-89.1*	-41.6*	-2.8*	-100.0*
Cc1n(Cc2ccc3ccccc3n2)c2ccccc2[n+]1Cc1ccc2ccccc2n1
  99.6	/	92.5	46.5	90.1	90.6	107.9	109.6
Nc1nc(Nc2ccccc2)nn1Cc1c(Cl)cccc1Cl
  46.6	27.9	/	54.6	53.8	42.3	-3.1*	13.9
O=C(CCCCCCCC(=O)N1CCCC1)N1CCCC1
  105.6	110.4	112.5	110.7	116.4	110.6	98.0	108.2
CC(=O)Cc1nc2ccccc2[nH]1
  107.5	103.4	109.6	113.0	94.9	104.8	92.0	110.6
CC(=O)NS(=O)(=O)c1cc(N)ccc1S(=O)(=O)c1ccc(N)cc1
  106.3	105.2	107.7	119.6	113.5	97.6	/	104.0
COc1c2ccoc2cc2oc(C)c(-c3cc(-c4ccc(F)cc4)c(C#N)c(=O)[nH]3)c(=O)c12
  96.0	95.9	102.2	101.5	113.3	88.3	92.3	96.1
CC(C)CCSc1nc(-c2ccc(F)cc2)c(C#N)c(N2CCN(C)CC2)n1
  91.3	60.8	78.8	93.9	88.2	83.2	69.7	76.5
OC1(CCC2(O)CCCCC2)CCCCC1
  98.7	91.3	120.0	112.7	130.5	123.7	107.7	97.5
O=C(Nc1ccc(OS(=O)(=O)c2ccc(F)cc2)cc1)C1CCCC1
  92.4	97.4	91.2	106.7	92.6	102.5	96.0	93.8
O=[N+]([O-])c1ccc(Sc2nc(Cl)nc(NC3CCCC3)n2)cc1
  -90.5*[100 µM]	-91.4*[100 µM]	-75.4*[100 µM]	-100.0*[100 µM]	-96.7*[100 µM]	/	-94.2*[100 µM]	-100.0*[100 µM]
Cc1ccc2oc(=O)cc(Cn3nnc(N)c3C#N)c2c1
  98.8	93.2	113.6	106.6	105.0	101.0	91.7	96.0
CCCC1OCC(CC)([N+](=O)[O-])CO1 (stereo not drawn)
  108.7	98.4	/	125.7	/	101.6	97.4	104.0
CC(C)(C)c1ccc(OCc2nc3ccccc3n2-c2cccc(N)c2)cc1
  111.4&85.7	95.6&44.4	90.7&75.3	127.8&53.1	111.1&93.3	109.8&72.3	126.0&141.7	111.9&70.2
OCCOc1cc(Cl)c(Cl)cc1Cl
  99.8&94.7	96.6&99.9	120.6&102.5	112.9&118.0	109.9&108.6	108.2&99.8	109.7&113.0	93.0&95.6
CC(=O)c1ccc(N2CCCCC2)cc1
  115.9	96.6	109.9	110.7	105.9	106.2	90.3	123.0
CCCCSc1nc(Nc2ccc(/C(C)=N/NC(N)=S)cc2)c(C#N)c(-c2ccc(F)cc2)n1
  64.4	45.2	/	35.4	46.0	7.7*	63.1	14.5
C[Si](C)(C)CNCCNC[Si](C)(C)C
  108.7	98.3	105.7	108.4	96.6	105.9	116.8	114.4
O=[N+]([O-])c1ccccc1Nc1cccc(F)c1
  97.7	106.8	102.4	122.4	86.5	103.0	113.8	102.3
CCN1CC(=O)N2[C@H](c3ccc(Cl)cc3)c3[nH]c4ccccc4c3C[C@@H]2C1=O
  108.2	75.9	98.8	103.3	135.0	101.3	/	87.6
Cc1cc(I)cc(I)c1O
  114.4	100.7	106.4	107.1	100.1	96.3	80.3	111.1
Cn1c(=O)c2[nH]c(SCC(=O)c3ccc(Cl)cc3)nc2n(C)c1=O
  89.4	89.2	/	96.4	103.3	106.0	96.8	98.0
COC(=O)c1c(NC(=O)CN2CCc3cc(OC)c(OC)cc3C2)sc2c1CCC2
  90.4	88.3	29.4	96.6	92.0	85.1	97.8	98.5
CCCCc1nc(Cl)c(C2CC(c3ccc(C(F)(F)F)cc3)=NN2C=O)[nH]1 (stereo not drawn)
  106.0	/	90.9	98.5	114.1	94.2	89.4	100.9
Cc1[nH]c(C(=O)Nc2ccc(C(=O)N3CCNCC3)cc2OC(C)C)c(Cl)c1Cl
  90.3	48.8	71.3	71.4	79.2	87.1	64.4	67.7
COc1ccc(-c2cn[nH]c2-c2cc(OC)c3c(c2)OCCO3)cc1
  48.1	56.9	-14.0*	-36.6*	57.8	26.1	-13.4*	38.0
CCCC1(C)COC(=O)OC1
  104.4	103.2	102.0	107.6	88.4	90.8	96.8	99.3
O=c1oc2ccc(Br)cc2cc1/C(CS(=O)(=O)c1ccccc1)=N/Nc1ccccc1
  87.5	74.0	116.6	105.6	115.3	89.6	/	98.8
CC(C)(C)CC(C)(C)n1nnnc1C(NC12CC3CC(CC(C3)C1)C2)c1c2ccccc2cc2ccccc12 (stereo not drawn)
  92.8	72.0	95.9	84.5	71.3	84.4	/	76.5
c1ccc2cc(C[n+]3ccn(CCCCCCCCCCn4cc[n+](Cc5ccc6ccccc6c5)c4)c3)ccc2c1
  12.8	74.7	9.1*	5.0*	15.1	11.1	9.7*	52.2
CCSc1nnc(-c2cnn3c2NC(c2ccccc2)C3)n1-c1cccc(F)c1 (stereo not drawn)
  91.2	82.5	98.4	100.2	106.3	97.1	85.5	96.0
COc1ccc(C(=O)CSc2cc[o+]cc2)cc1
  98.3	101.0	102.7	112.2	101.7	101.7	94.7	97.5
CCCCCC#CCN(CC)CC
  101.6	/	115.5	117.8	113.1	109.8	106.6	104.9

Other results.
The line under a structure holds: OVCAR-5	CAKI-1	RXF 393	OVCAR-3	TK-10	OVCAR-8	A498	ACHN
COC(=O)c1c2c(c(C)[n+]([O-])c1C)C(=O)C=C(NCc1ccc(F)c(Cl)c1)C2=O
  -91.8*	-16.1*	-41.1*	-41.4*	21.2	-21.2*	/	-38.4*
Cc1ccc(N=C=C(c2ccccc2)c2ccccc2)cc1
  112.9	81.6	92.5	118.0	112.4	70.0	126.3	101.6
O=C1CSC(c2ccccc2Cl)N1c1nnc(-c2ccncc2)o1 (stereo not drawn)
  94.1	107.3	101.1	108.4	/	102.6	72.4	94.3
O=c1oc2ccc(-c3ccc(F)cc3F)cc2c(=O)n1-c1ccc(F)cc1
  50.8	-24.1*	-10.4*	3.4*	20.5	14.7	-17.2*	-12.7*
CC[N+](CC)=c1ccc2nc3c(cc(NCc4ccccc4)c4ccccc43)oc-2c1
  -91.4*	-70.8*	-91.4*	-54.9*	-10.6*	-27.2*	44.8	-77.9*
c1coc(-c2cn3ccnc3c(-c3ccco3)n2)c1
  116.4	54.3	102.8	109.4	134.2	96.6	86.1	103.6
CN(C)c1ccc2nc3ccc(=[N+](C)C)cc-3oc2c1
  -12.3*	70.3	89.6	-10.6*	70.0	8.5*	94.8	70.5
COC(=O)CC(=O)C1(C)CC1
  107.0	113.1	/	105.5	103.1	89.4	108.7	105.3
Cc1ccc(C(=O)/C=C/c2ccccc2)s1
  110.0	92.4	94.3	89.6	107.7	111.3	90.5	120.8
Cn1cc(-c2noc(C(=O)c3cn(C)c4ncccc34)n2)c2ccccc21
  96.1	86.2	88.5	102.5	26.5	102.0	69.9	98.6
CCC(Cc1ccccc1)=C(c1ccc(O)cc1)c1ccc(O)cc1
  95.2	104.3	102.1	102.1	98.2	90.9	105.1	93.5
COc1ccc(CCn2c(C)nc3ccc(C)cc3c2=O)cc1OC
  109.4	87.1	96.7	107.2	102.8	102.6	97.6	97.5
COc1cc(OC)c2oc(=O)cc(-c3nc4cc(Cl)c(F)cc4s3)c2c1
  92.0	62.4	/	80.5	/	89.8	53.4	83.9
CC1=C(C(=O)c2cnccn2)C(c2ccc(Br)cc2)NC(=O)N1 (stereo not drawn)
  96.2	88.2	102.0	113.7	104.5	106.8	/	99.0
CN(C)c1ccc2cc(S(=O)(=O)O)cc(O)c2c1
  109.5	/	116.6	111.2	97.9	91.4	89.7	104.3
C#CC1(NC(=S)Nc2ccc(C)cc2)CCCCC1
  105.8	98.8	126.2	112.5	141.7	108.4	110.7	104.9

A different layout for 4 compounds above.
COC(=O)c1c2c(c(C)[n+]([O-])c1C)C(=O)C=C(NCc1ccc(F)c(Cl)c1)C2=O
  OVCAR-5 = -91.8*	CAKI-1 = -16.1*	RXF 393 = -41.1*	OVCAR-3 = -41.4*	TK-10 = 21.2	OVCAR-8 = -21.2*	A498 = /	ACHN = -38.4*
Cc1ccc(N=C=C(c2ccccc2)c2ccccc2)cc1
  OVCAR-5 = 112.9	CAKI-1 = 81.6	RXF 393 = 92.5	OVCAR-3 = 118.0	TK-10 = 112.4	OVCAR-8 = 70.0	A498 = 126.3	ACHN = 101.6
O=C1CSC(c2ccccc2Cl)N1c1nnc(-c2ccncc2)o1 (stereo not drawn)
  OVCAR-5 = 94.1	CAKI-1 = 107.3	RXF 393 = 101.1	OVCAR-3 = 108.4	TK-10 = /	OVCAR-8 = 102.6	A498 = 72.4	ACHN = 94.3
O=c1oc2ccc(-c3ccc(F)cc3F)cc2c(=O)n1-c1ccc(F)cc1
  OVCAR-5 = 50.8	CAKI-1 = -24.1*	RXF 393 = -10.4*	OVCAR-3 = 3.4*	TK-10 = 20.5	OVCAR-8 = 14.7	A498 = -17.2*	ACHN = -12.7*
